Assay outcomes from PubChem.
FBW7 activator: activators of human E3 ligase FBW7. AID 1259310. AlphaScreen FBW7–phospho-cyclin E peptide binding, activator screen. Q969H0. 650,000 compounds, 0.13% hits. normalized activity (activation), % at 26.1 µM; in the data active means normalized activity above about 1.9%;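 further: purified mutant Fbw7 with reduced substrate affinity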
TEAD-YAP block: TEAD-YAP interaction inhibition. 640,000 compounds, 1.4% hits. inhibition, % at 9.12 µM. AID 1259422. HEK-TIYL cells, TEAD-Gal4/YAP UAS-luciferase luminescence; in the data active means inhibition above about 32%;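 further: 0% = median of test compound wells and 100% = reference inhibitor wells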
MITF inh: human MITF inhibition, primary screen; inhibition, % at 2.6 µM; O75030; AID 1259374; 650,000 compounds, 0.91% hits; AlphaScreen MITF homodimerization, bead proximity signal; in the data active means inhibition above about 50%;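 further: 0% = vehicle wells with protein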
Target sequence (O75030 whole entry, looked up): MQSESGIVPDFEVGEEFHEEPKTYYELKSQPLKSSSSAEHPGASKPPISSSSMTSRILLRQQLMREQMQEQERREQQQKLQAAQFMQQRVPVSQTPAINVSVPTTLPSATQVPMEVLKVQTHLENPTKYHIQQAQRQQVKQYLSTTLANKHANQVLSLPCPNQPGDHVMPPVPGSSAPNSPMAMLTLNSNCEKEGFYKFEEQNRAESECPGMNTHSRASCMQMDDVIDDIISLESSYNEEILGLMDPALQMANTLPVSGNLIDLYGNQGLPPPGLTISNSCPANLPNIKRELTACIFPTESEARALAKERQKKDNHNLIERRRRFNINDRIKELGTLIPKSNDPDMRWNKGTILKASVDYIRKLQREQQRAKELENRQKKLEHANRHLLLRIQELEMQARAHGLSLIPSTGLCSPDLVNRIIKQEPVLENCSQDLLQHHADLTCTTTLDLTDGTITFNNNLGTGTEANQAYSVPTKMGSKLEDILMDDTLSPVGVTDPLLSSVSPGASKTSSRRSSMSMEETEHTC
GPR151 activ: activators of human GPR151; PathHunter beta-arrestin GPR151 cells, luminescence; 650,000 compounds, 1% hits; AID 1508602; activation, % at 11.2 µM; Q8TDV0; in the data active means activation above about 4.9%;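 further: 0% = median of compound wells and 100% = cells with positive control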
Starred values were filed as active, the others as inactive; & = joins results of further samples.

SMILES	FBW7 activator	TEAD-YAP block	MITF inh	GPR151 activ
C=CCNC(=O)CN1CCN(c2ccc(Cl)cc2)CC1	0.2	19.9	14.6	-1.2
C/C(CCc1oc2ccc([N+](=O)[O-])cc2c1-c1ccc(C)o1)=N\NC(N)=S	-0.3	27.6	12.5	-0.1
COCCCNC(=O)c1cc2cc([N+](=O)[O-])cc(OC)c2oc1=O	0.1	1.8	7.0	1.6
COc1ccc(-c2noc(N3CCCC(C(=O)N4CCCc5ccccc54)C3)n2)cc1 (centres undefined)	0.0	16.9	0.0	4.0
Cc1cnc(NC(=O)c2ccc(Cl)c(Cl)c2)s1	0.1	-65.7	-12.5	1.8
COC(=O)c1c(NC(=O)c2ccc(Cl)cc2)sc2c1CCCC2	0.4	9.9	5.8	-1.6
CC(=O)c1ccc(NC(=O)CSc2nnc(-c3ccccc3)n2-n2cccc2)cc1	0.2	-1.7	-5.8	2.2
COc1ccccc1Oc1ccc(S(=O)(=O)NC(CCSC)C(=O)O)cc1 (centres undefined)	0.1	4.1	5.5	-0.4
O=C(O)c1cc(S(=O)(=O)Nc2ccccc2F)c(Cl)cc1Cl	0.3	-6.2	18.7	1.0
CCN1C(=O)/C(=C\C=C2\CCCN2C)OC1=S	-0.1	-67.0	14.8	0.8
COc1cc(C2C3=C(CCCC3=O)Nc3c2c(=O)n(C)c(=O)n3C)cc(OC)c1OC (centres undefined)	0.1	-4.2	3.4	1.1
COc1ccc(-c2cn3c(C)c(C(=O)Nc4ccc(OC)cc4OC)sc3n2)cc1	0.3	3.7	13.2	-0.1
N=C1C(c2nc3ccccc3s2)=C(O)CN1c1cccc(O)c1	-0.1	29.2	-4.8	-0.5
Cc1cccnc1CCNC(=O)c1ccc(OC2CCN(Cc3ccccn3)CC2)cc1	0.0	-16.6	-2.7	0.8
NC1CCC(C(=O)Nc2ccc3cnccc3c2)CC1 (centres undefined)	-0.3&-0.5	4.8&10.1	1.5&15.6	-0.1&-0.8
Cc1cc(/C=C2/SC(N)=NC2=O)c(C)n1-c1ccccc1	-0.3	10.2	-0.2	-0.3
O=C(NCCO)C(=O)NCC(c1cccs1)S(=O)(=O)c1ccc(F)cc1 (centres undefined)	-0.1	4.4	-4.8	0.1
COCCNc1nc2nonc2nc1N1CCCC(CN2CCCCC2)C1 (centres undefined)	-0.1	0.6	9.1	-1.9
Cc1ccc(NC2SC(=O)N(Cc3ccccc3)C2=O)cc1 (centres undefined)	0.1	9.7	-3.5	1.1
COc1ccc(C(=O)Nc2ccc(OCC(=O)O)cc2)cc1	0.2	7.9	14.4	0.3
COc1ccc(-c2nc3cc(N)ccc3o2)cc1	0.2	31.5	-3.4	-5.8
Cc1ccc2c(c1)N(S(=O)(=O)c1c(C)[nH]c(=O)[nH]c1=O)CCO2	0.4	4.2	8.2	-0.2
CC1=NN(c2ccc(S(=O)(=O)N3CCCC3)cc2[N+](=O)[O-])C(=O)C1	0.2	6.1	17.6	-1.5
COc1cc(/C=C(\C#N)c2nc3ccccc3n2C)cc(Br)c1O	-0.1	-1.3	5.2	-0.3
O=C(NC1CCCc2ccccc21)C1CCN(S(=O)(=O)c2cccc3cccnc23)CC1 (centres undefined)	0.1	6.1	10.4	0.7

Next part; it opens with the five that closed the last part.
SMILES	FBW7 activator	TEAD-YAP block	MITF inh	GPR151 activ
COc1ccc(-c2nc3cc(N)ccc3o2)cc1	0.2	31.5	-3.4	-5.8
Cc1ccc2c(c1)N(S(=O)(=O)c1c(C)[nH]c(=O)[nH]c1=O)CCO2	0.4	4.2	8.2	-0.2
CC1=NN(c2ccc(S(=O)(=O)N3CCCC3)cc2[N+](=O)[O-])C(=O)C1	0.2	6.1	17.6	-1.5
COc1cc(/C=C(\C#N)c2nc3ccccc3n2C)cc(Br)c1O	-0.1	-1.3	5.2	-0.3
O=C(NC1CCCc2ccccc21)C1CCN(S(=O)(=O)c2cccc3cccnc23)CC1 (centres undefined)	0.1	6.1	10.4	0.7
COc1cccc(CNC2CCCN(c3nc(C)c4cc(F)ccc4n3)CC2)c1OC (centres undefined)	0.1	-30.2	-8.7	2.3
Cc1ccc(S(=O)(=O)c2ccc(-c3ccccc3)cc2)cc1	0.3	3.3	0.5	0.8
O=C(CC1(Cc2ccccc2)C(=O)c2ccccc2C1=O)c1ccccc1	0.0	3.0	0.8	1.2
CN1C(=O)C(CC(=O)Nc2ccc(F)cc2)N(CCc2ccccc2)C1=S (centres undefined)	0.0&0.1	16.3&3.0	3.9&14.3	0.0&-0.5
COC(=O)C1C(=O)NC(SCC(=O)Nc2cccc(C(C)=O)c2)=C(C#N)C1c1ccc(Cl)cc1 (centres undefined)	0.0	0.0	15.1	-0.1
C=CCN1C(=O)/C(=C\c2cc3c4c(c2)CCCN4CCC3)C(=O)NC1=S	-0.2	7.3	-7.3	3.7
Cc1c(C(=O)NC(C)c2ccccc2)cccc1[N+](=O)[O-] (centres undefined)	0.5	-16.9	-6.9	1.4
COc1cccc(NC(=O)C2C3C=CC4(O3)C2C(=O)N(CCN2CCOCC2)C4C(=O)NC2CCCCC2C)c1 (centres undefined)	0.3	2.4	3.6	-1.2
C=CCn1c(SCCN2CCCCC2)nc2c1c(=O)[nH]c(=O)n2C	0.1	1.1	3.3	-0.7
N#C/C(=C/Nc1cccc2ccccc12)c1nc2ccccc2o1	-0.2	-1.0	5.0	-1.3
O=C(NCC1CCNCC1)c1ccccn1	-0.3	6.7	-4.1	2.1
O=C(O)c1ccc(S(=O)(=O)c2ccc3c(c2)C(=O)N(c2ccc4c(c2)OCO4)C3=O)cc1	0.1	4.1	10.9	0.6
O=C(/C=C/c1cccs1)NC(=S)N1CCCC1	0.1	-2.6	1.8	-0.7
CCOCCCNCc1ccc([N+](=O)[O-])cc1	-0.1	-14.0	33.0	1.2
COc1cc(/C=C(\C#N)c2nc3ccccc3[nH]2)ccc1OCC(=O)O	0.0	-13.2	-6.4	-1.5
CCCN1CCN(C(=O)C2CCN(c3nc4c(C)cc(C)cc4s3)CC2)CC1	-0.2	6.2	2.8	-0.9
COCCNC(=O)c1cc2cc(Br)cc(OC)c2oc1=O	0.7	-5.6	12.8	-1.1
C=CCSc1nnc(-c2ccc([N+](=O)[O-])cc2)n1-c1ccccc1	0.0	-53.5	-2.6	-1.6
O=C1c2cccnc2C(=O)N1Cc1ccc(S(=O)(=O)Nc2ccc(Cl)cn2)cc1	-0.1	7.5	12.4	1.2
CCCc1cc(C(=O)OC)c(NC(=O)C2CC(C)=C(C)CC2C(=O)O)s1 (centres undefined)	0.1	5.4	10.1	4.4
O=C(O)C1CC=CCC1C(=O)Nc1ccccc1S (centres undefined)	0.0	-2.7	4.6	0.1
C=CCc1cc(Cl)ccc1OCCCCNCCCOC	0.0	5.2	25.1	-0.9
Cc1c(-c2ccccc2)oc2c(C(=O)N3CC(C)OC(C)C3)cccc2c1=O (centres undefined)	0.2	-7.8	-5.8	0.8
O=C(/C=C/c1cccc(Cl)c1)NCCCN=C1NS(=O)(=O)c2ccccc21	0.5	-7.2	10.5	1.3
Nc1nonc1-c1noc(-c2sc3ccccc3c2Cl)n1	0.0	-7.1	-3.0	1.5

Grouped by structure, the entries above containing a thiophene ring, fused or not.
SMILES	FBW7 activator	TEAD-YAP block	MITF inh	GPR151 activ
COC(=O)c1c(NC(=O)c2ccc(Cl)cc2)sc2c1CCCC2	0.4	9.9	5.8	-1.6
O=C(NCCO)C(=O)NCC(c1cccs1)S(=O)(=O)c1ccc(F)cc1 (centres undefined)	-0.1	4.4	-4.8	0.1
O=C(/C=C/c1cccs1)NC(=S)N1CCCC1	0.1	-2.6	1.8	-0.7
CCCc1cc(C(=O)OC)c(NC(=O)C2CC(C)=C(C)CC2C(=O)O)s1 (centres undefined)	0.1	5.4	10.1	4.4
Nc1nonc1-c1noc(-c2sc3ccccc3c2Cl)n1	0.0	-7.1	-3.0	1.5

(list continues)
SMILES	FBW7 activator	TEAD-YAP block	MITF inh	GPR151 activ
Cc1cnc(Nc2ccccc2)nc1NCCOc1ccccc1	-0.1	7.2	-5.6	6.0*
C=C(C)Cn1c(=S)[nH]c2sc3c(c2c1=O)CC(C)(C)OC3	0.0	-2.5	-7.7	0.0
COc1ccc(CCNc2nc(SCC(=O)c3ccc(Cl)c(Cl)c3)nc3ccccc23)cc1OC	-0.1	-0.7	1.3	3.8
O=C1/C(=C/c2ccc([N+](=O)[O-])cc2)C=C(c2ccccc2)N1c1ccccc1O	-0.4	14.2	17.3	0.4
Cc1ccc(N(C(C)C(=O)Nc2ccc(F)cc2F)S(C)(=O)=O)cc1 (centres undefined)	0.0	8.4	0.4	0.2
CN(C)C(CNC(=O)C1CCN(S(C)(=O)=O)CC1)c1ccccc1Cl (centres undefined)	0.1	-0.1	1.3	-0.4
O=C(CN1C(=O)S/C(=C\c2ccc(N3CCOCC3)o2)C1=O)Nc1ccccc1F	-0.2	8.0	17.7	0.7
C=CCN1CCC(=O)Nc2ccccc21	0.1	2.1	-6.1	0.1
O=c1c2ccc([N+](=O)[O-])cc2nc2n1CC(Cl)CCC2 (centres undefined)	0.0	-4.2	7.7	2.1
CCCCC(=O)Nc1nnc(-c2ccc(Cl)s2)o1	0.0	-4.5	-6.4	1.7
Cc1ccccc1CN1CCC2(CCC(CNC(=O)Cn3cncn3)O2)CC1 (centres undefined)	0.0	-0.1	18.4	1.4
Cc1ccc2c(c1)NC(=O)c1cc(NC(=O)C3CCCCC3)ccc1O2	0.1	-9.7	11.1	-0.9
Brc1ccc(C2=CN3CCN=C3S2)cc1	-0.3	-55.5	17.2	-0.5
Cc1ccc2c(c1)C(O)(c1c(C)nn(-c3ccc(F)cc3F)c1N)C(=O)N2 (centres undefined)	0.0	-12.5	-4.6	-1.2
CN(C)C1c2cccc3cccc(c23)C1NS(=O)(=O)c1ccccc1 (centres undefined)	0.0	-0.4	2.4	-0.7
CC(C)CCn1c(SCc2ccccc2)nc2c1c(=O)n(C)c(=O)n2C	-0.1	-1.6	0.1	0.4
CCC(=O)N1CCc2cc(S(=O)(=O)N3CCN(c4ccccc4F)CC3)ccc21	0.2	-2.7	17.9	-0.9
O=C(CN1CCCCCC1)N/N=C/c1cc(Br)cs1	-0.3	12.5	17.9	-0.4
CCc1ccccc1N/N=C(/C)c1c(O)cc(C)oc1=O	0.2	-3.2	-13.4	0.4
CCS(=O)(=O)c1ccc(O)c(NC(=O)COc2cccc(C)c2)c1	0.6	0.8	3.3	-3.0
CC(C)Oc1ccc(C(=O)Nc2nc3ccccc3s2)cc1	0.0	73.5*	0.8	-5.9
CC(C)c1ccc2oc3nc(N)c(C(=O)O)cc3c(=O)c2c1	0.2	22.9	14.0	-12.0
CCOC(=O)c1sc(NC(=S)NC(C)C2CCCO2)c(C(=O)OCC)c1C (centres undefined)	1.2	-1.9	14.2	-0.7
Cc1ccc(-c2cnc(N3CCN(CCO)CC3)c3nccn23)cc1	-0.8	-39.9	-23.1	0.7
Nc1nc(-c2ccc(Cl)cc2Cl)c(-n2cncn2)s1	0.3	9.1	5.7	-0.6
c1ccc(CCNc2ccc3ncc(-c4ccc5ccccc5c4)n3n2)nc1	0.2	11.8	7.1	-0.4
CC(C)(C)c1cc(Cl)ccc1OCCOCCn1ccnc1	-0.3	-5.9	30.5	-0.3
O=C(CSCc1ccc(Cl)cc1)N1CCCCC1	0.1	-51.3	-2.0	-1.5
